LYP inhibition = inhibitors of LYP phosphatase, biochemical, fluorescence intensity, uHTS (AID 1779). recombinant LYP phosphatase, fluorescence intensity; higher % means a stronger effect. inhibition, % at 11.5 µM, or IC50 in µM where a hit was titrated. 290,000 compounds, 0.054% hits;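 further: plate controls were vehicle with enzyme for no effect and no enzyme for full effect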
M1AAP inhibition = malaria alanyl aminopeptidase activity blockers – biochemical, fluorogenic H-Leu-NHMec substrate, 1536-well (AID 1445); recombinant M1AAP, H-Leu-NHMec fluorogenic kinetic assay; higher % means a stronger effect; inhibition, % at 30 µM, or IC50 in µM where a hit was titrated; 220,000 compounds, 0.42% hits;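 active means primary inhibition above the hit cutoff, then over 50% inhibition at one or more dose response concentrations, cut at about 23% in these data, passing the limit was not always enough; inconclusive means conflicting primary data, or primary hits not chosen for dose response; inactive means low primary inhibition, or under 50% at every dose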;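 further: plate controls were DMSO full reaction for no effect and no enzyme background for full effect; strong numbers were not always called active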
Siah-1 displacement = blockers of Siah-1 interaction with plectin peptide – biochemical, fluorescence polarization, rhodamine-plectin, uHTS, primary screen (AID 1817) | Siah-1 / rhodamine-plectin peptide fluorescence polarization; higher % means a stronger effect | displacement, % at 20 µM; hits with a dose series show IC50 in µM | 290,000 compounds, 0.02% hits;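 active means displacement of at least 50% at 20 µM, with a fluorescence ratio check between 0.3 and a set limit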;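 further: plate controls were Siah plus tracer with DMSO for no effect and tracer alone without Siah for full effect; strong numbers were not always called active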
XIAP antagonists = XIAP antagonists, biochemical, IAP family, fluorescence polarization (AID 1018) | XIAP BIR domain, fluorescence polarization peptide displacement; higher % means a stronger effect | one-dose displacement, % at 20 µM; IC50 in µM for titrated hits | 200,000 compounds, 0.007% hits; in the data active means displacement above about 50%; further: a part of the inactive calls stands beside numbers as strong as those of hits
P. falciparum M17LAP = P. falciparum M17LAP inhibitors, primary screen, biochemical, fluorogenic H-Leu-NHMec substrate, 1536-well (AID 1619) | recombinant M17LAP, H-Leu-NHMec fluorogenic kinetic assay; higher % means a stronger effect | 220,000 compounds, 0.38% hits | inhibition, % at 30 µM; hits with a dose series show IC50 in µM;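 active means compound inhibiting the enzyme by more than half at any dose during confirmatory dose-response retesting; inconclusive means strong single-dose inhibitors picked by rank but not retested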;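 further: plate controls were full reaction with DMSO carrier for no effect and no enzyme background for full effect; strong numbers were not always called active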
Lipid droplet = modulators of hepatic lipid droplet formation | 240,000 compounds, 0.4% hits | AID 1656 | AML12 mouse hepatocytes, oleate lipid droplets, BODIPY imaging | inhibition, % at 6.5 µM;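 active means lipid droplet intensity inhibited by at least 50%, with more than 500 cells counted; inconclusive means wells with under 300 cells, treated as cytotoxic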
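Assay system: AML12 mouse liver cells | Compound dosing: One dose, 6.5 µM compound | Read-out basis: Droplet intensity reduction, % inhibition | Measured by: Fluorescence imaging, 20x objective, two fields per well | Schedule: Overnight treatment with compound plus oleate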
ER stress rescue = protection against thapsigargin-triggered cell killing – 384-well, CSM14.1, ATP luminescence, primary screen (AID 1222). CSM14.1 thapsigargin-induced death rescue, ATP luminescence; higher % means a stronger effect. 190,000 tested, under 10 active. cellular ATP content (survival), % at 20 µM, or EC50 in µM where a hit was titrated;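 active means EC50 below 50 µM in the dose-response confirmation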;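 further: death triggered by thapsigargin at about 15 µM added after 2 h compound pretreatment; cell ATP read after overnight thapsigargin exposure of roughly 18 to 22 hours; normalized against plate controls of thapsigargin alone and 5% DMSO vehicle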
AID2073 = inhibitors of Mint1-CaV2.2 protein interaction, biochemical, HTRF (AID 2073); 290,000 compounds, 0.19% hits; HTRF protein-protein interaction, Mint1-CaV2.2; higher % means a stronger effect; inhibition, % at 20 µM; hits with a dose series show IC50 in µM; in the data active means inhibition mostly above about 51%, no sharp cut-off; inconclusive means no clear call, values can overlap the other calls; inactive means mostly below about 53%; further: some results filed as inactive read as strong as hits
HEK293 NOD2/NF-kB = inhibition of NOD2-driven NF-kB reporter – cell-based, luminescence, uHTS, HEK293 (AID 1566) | HEK293 NOD2/NF-kB luciferase reporter, luminescence; higher % means a stronger effect | inhibition, % at 4 µM, or EC50 in µM where a hit was titrated | 290,000 compounds, 0.63% hits; further: many of its hits are not listed in these tables
Lipid droplet cells 6.5 µM = also measured in Lipid droplet; calls as there; cell count; measured here: cell count, cytotoxicity flag;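 cells counted across two imaged fields per well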
Active calls of the source: *; u = inconclusive; x = not tested or not shown. Unless noted, no stated cut-off is given here; in the data, active means inhibition above about 50%; inactive means the rest. These rows are one share of the data, so the mix of outcomes need not match the whole.

SMILES	LYP inhibition	M1AAP inhibition	Siah-1 displacement	XIAP antagonists	P. falciparum M17LAP	Lipid droplet	Lipid droplet cells 6.5 µM	ER stress rescue	AID2073	HEK293 NOD2/NF-kB
O=C(Cc1ccccc1)NCCS(=O)c1ccc(Cl)cc1 (stereo unspecified)	-7%	-2%	2%	-6.7%	-2%	x	x	-0.5%	10%	-4%
COc1ccc(NC2CC(=O)N(c3cccc([N+](=O)[O-])c3)C2=O)cc1 (stereo unspecified)	0%	2%	15%	-0.7%	-2%	11	699	1.1%	19%	-4%
COc1ccc(CNC(=O)CCc2cc(OC)c(OC)c(OC)c2)cc1	-12%	x	0%	x	x	x	x	x	5%	5%
Cc1ccc(-n2nnnc2SCC(=O)NNC(=O)c2ccc([N+](=O)[O-])cc2)cc1	-9%	3%	4%	-12%	0%	-2	769	-1.3%	6%	-25%
CCCCC(=O)NC(=S)Nc1ccccc1N1CCCCC1	0%	1%	1%	-1.1%	-9%	-29	605	3.0%	-16%	8%
O=C(NCCCn1ccnc1)c1ccc2ccccc2c1	-10%	x	13%	x	x	7	658	x	3%	6%
CCN(CC(=O)Nc1cccc(OC)c1)CC(=O)Nc1ccccc1C	-2%	x	2%	x	x	-4	821	x	-8%	-9%
O=C(NCCc1ccccc1)N1c2ccccc2Sc2ccccc21	-1%	3%	-3%	-3.5%	8%	x	x	-1.6%	3%	25%
CCCC(=O)Nc1ccc(NC(=O)c2ccco2)cn1	-2%	0%	2%	-1.7%	8%	x	x	-1.8%	1%	-20%
Cn1cc([C@@H]2C[C@H]3CN(C4CCCC4)C(=O)[C@]34CCCN24)c(-c2ccccc2)n1	-6%	3%	1%	-12%	-2%	-5	665	-0.8%	-12%	-4%
COc1ccc(CC(=O)NNC(=O)CSc2nnc(C)n2-c2ccccc2)cc1	-5%	18%	-2%	-5.0%	20%	0	636	-1.5%	-6%	15%
COc1ccc2c(c1)CCC/C2=N\Nc1nc(C(=O)NN)cs1	-3%	1%	4%	x	1%	-23	619	x	4%	-4%
CCN(C(=O)c1ccnn1C)c1ccccc1	-1%	5%	3%	-0.4%	8%	20	720	0.8%	-14%	15%
O=C(CN1C(=O)c2cccc3cccc1c23)N1CCc2ccccc2C1	7%	10%	2%	-3.2%	-1%	-3	658	-2.3%	23%	18%
O=C(NCc1ccccc1)C1CCC(=O)N(CCN2CCOCC2)C1 (stereo unspecified)	-16%	x	2%	x	x	4	742	x	1%	4%
COc1cccc(-c2cc(C(=O)NCc3ccco3)c3ccccc3n2)c1	1%	x	7%	x	x	-13	765	x	8%	9%
CC(C)[C@H](NC(=O)C1CCN(S(=O)(=O)c2ccc(F)cc2)CC1)C(=O)NCc1ccncc1	-9%	x	9%	x	x	3	644	x	-1%	9%
COc1ccc(-n2c(SCC(=O)NCCC(C)C)nc3ccsc3c2=O)cc1	-3%	0%	-1%	-9.9%	4%	x	x	-1.5%	-22%	5%
CCC(SC1=Nc2ccccc2C2=NC(CC(C)C)C(=O)N12)C(=O)Nc1ccc2c(c1)OCO2 (stereo unspecified)	5%	18%	-4%	0.6%	5%	6	759	1.6%	-20%	-14%
CC(c1ccon1)N(C)C(=O)c1ccc(OC2CCN(C(=O)C3CC3)CC2)cc1 (stereo unspecified)	0%	6%	1%	-10%	2%	22	707	0.0%	10%	-1%
CCc1ccc2[nH]c(C(=O)Nc3ccc4c(c3)OCO4)cc2c1	1%	6%	9%	x	9%	30	699	x	7%	-52%
COc1cccc(-c2cnc(OC(C)(C)C)nc2OC(C)(C)C)c1	-4%	4%	1%	-1.6%	3%	-5	786	0.7%	10%	16%
COc1ccc(NC(=O)C2CCC(CNc3c(N4CCC(C)CC4)c(=O)c3=O)CC2)cc1OC (stereo unspecified)	-6%	1%	0%	-2.8%	-5%	x	x	2.5%	-1%	3%
COc1ccc(CN(C)CC(=O)Nc2ccccc2-c2ccccc2)c(OC)c1	-6%	6%	-8%	-7.4%	-1%	5	694	x	-4%	-46%
CCOc1ccc(Nc2nc(Cc3nnc(SCC(N)=O)o3)cs2)cc1	2%	-3%	1%	-5.9%	28%	-4	672	x	-6%	-5%
(more compounds)
SMILES	LYP inhibition	M1AAP inhibition	Siah-1 displacement	XIAP antagonists	P. falciparum M17LAP	Lipid droplet	Lipid droplet cells 6.5 µM	ER stress rescue	AID2073	HEK293 NOD2/NF-kB
CCOC(=O)C1CCN(S(=O)(=O)c2ccc3c(c2)NC(=O)CS3)CC1	-7%	x	-2%	x	x	0	727	x	4%	11%
Cc1ccc(C)c(C(=O)COC(=O)Cn2c(C)csc2=O)c1	-5%	x	15%	x	x	-4	714	x	4%	-14%
COC(=O)c1sc(NC(=O)CSc2nc3cccnc3n2C2CCCCC2)nc1C	-1%	17%	-4%	-6.6%	-8%	x	x	-0.6%	2%	18%
COc1ccc(NC(=O)c2ccco2)cc1NC(=O)c1ccco1	-7%	2%	3%	-6.6%	10%	x	x	-0.5%	-4%	16%
O=C(COC(=O)c1cccnc1Cl)Nc1nc(-c2ccccc2)cs1	-3%	0%	-2%	-6.3%	-8%	0	652	0.8%	24%	-19%
COc1ccc(Br)cc1/C=N/NC(=O)CNC(=O)/C=C/c1ccccc1	-8%	u	0%	-5.3%	-5%	x	x	-0.9%	19%	21%
NS(=O)(=O)c1cc2c(cc1Cl)NC(Cc1ccccc1)NS2(=O)=O (stereo unspecified)	5%	18%	-1%	x	2%	21	732	x	-6%	-12%
Cc1ccc(NC(=O)COCC(=O)Nc2ccc(C)cc2)cc1	3%	x	-1%	x	x	3	850	x	-9%	-4%
Cc1cc(C)n2cc(-c3ccc(Cl)cc3)c(C(=O)O)c2n1	-1%	16%	13%	-7.6%	2%	0	673	-1.7%	21%	-132%
CCCS(=O)(=O)c1nc(S(=O)(=O)c2ccc(C)cc2)c(NCCCN2CCOCC2)s1	-7%	4%	3%	-1.7%	11%	6	795	-0.1%	-1%	2%
Cc1ccc(S(=O)(=O)N2CCC(c3nc4c(nnn4Cc4ccccc4)c(=O)[nH]3)CC2)cc1	2%	8%	6%	-3.1%	4%	-3	716	8.4%	9%	10%
COC(=O)c1ccccc1NC(=O)CN(C)Cc1ccccc1	-5%	1%	8%	-5.3%	-3%	4	706	1.1%	-7%	19%
CN(C)c1nc2n(c(=O)n1)C(C#N)CS2 (stereo unspecified)	-9%	3%	-6%	-10%	6%	11	766	-0.4%	13%	7%
Cc1cc2c(cc1C)CSC(c1ccc(O)cc1)SC2	-11%	10%	-3%	-7.3%	5%	x	x	-0.4%	8%	9%
Cc1cc(Nc2ccc([N+](=O)[O-])cc2)nc2ccccc12	-3%	3%	-2%	-6.6%	14%	3	723	-0.7%	11%	-21%
Cc1cc(OCC(=O)NNC(=O)c2cccs2)ccc1Br	-2%	x	8%	x	x	-3	748	x	5%	12%
O/N=C/c1ccc2ccccc2c1	-5%	2%	0%	-9.8%	-6%	0	666	-1.6%	-1%	-4%
Cc1c(/C(O)=C2\C(=O)C(=O)N(CCCN(C)C)C2c2ccncc2)cnn1-c1ccccc1 (stereo unspecified)	3%	x	0%	-2.7%	x	x	x	x	-10%	8%
COc1ccc(/C=C/C(=O)NCC(c2ccc(F)cc2)N2CCOCC2)cc1OC (stereo unspecified)	-2%	-3%	-4%	x	-11%	17	663	x	6%	-32%
O=C(CCn1c(=S)[nH]c2ccccc2c1=O)Nc1cccc(Cl)c1	-6%	x	2%	x	x	-2	683	x	-6%	25%
CCCNC(=O)c1nn2cc(Br)cnc2c1Br	-4%	-1%	2%	-4.0%	-3%	0	693	x	16%	-12%
CCOC(=O)C1CCCN(CCC(=O)Nc2cc(OC)ccc2OC)C1 (stereo unspecified)	-6%	x	-3%	x	x	-1	864	x	10%	-4%
OC1CCN(c2ncnc3c2nnn3Cc2c(F)cccc2Cl)CC1	-4%	-1%	-1%	-2.8%	-1%	8	747	4.7%	-1%	8%
COCCNC(=O)COc1cc(=O)n(C)c2ccccc12	1%	-1%	-4%	-10%	9%	x	x	0.6%	-1%	4%
CC(=O)c1cccc(NC(=O)NN2CCN(C)CC2)c1	-7%	x	13%	x	x	5	851	x	5%	1%
(more compounds)
SMILES	LYP inhibition	M1AAP inhibition	Siah-1 displacement	XIAP antagonists	P. falciparum M17LAP	Lipid droplet	Lipid droplet cells 6.5 µM	ER stress rescue	AID2073	HEK293 NOD2/NF-kB
CCc1ccc(NC(=O)C2CCCN(S(=O)(=O)c3ccc4c(c3)CC(C)N4C(C)=O)C2)cc1 (stereo unspecified)	-4%	x	2%	x	x	3	776	x	8%	19%
O=C(Cn1nc(-c2ccccc2)nc1-c1ccccc1)OC1CCCCC1	-2%	4%	1%	-1.2%	4%	-3	764	-0.9%	14%	17%
COc1cc(OC)c(NC(=O)c2cc(S(=O)(=O)N3CCOCC3)cn2C)cc1Cl	-10%	x	-5%	x	x	-7	750	x	29%	13%
CCOc1ccc(Br)cc1S(=O)(=O)N1CCC(C(N)=O)CC1	0%	-7%	2%	-0.7%	-8%	-7	660	-0.4%	-4%	9%
COc1ccc(N2C(=O)[C@@H]3[C@H](C2=O)[C@H](C(C)=O)N2c4ccccc4C=C[C@@H]32)cc1	1%	2%	-1%	x	2%	-2	743	x	10%	3%
Cc1nn(C)c(Oc2ccccc2)c1CCNS(=O)(=O)c1ccc(F)cc1	-4%	-5%	-2%	-5.4%	-3%	-7	640	-1.8%	2%	7%
CC(=O)Nc1cc2c(cc1NC(=O)Cn1nnc(-c3ccc(C)o3)n1)OCCO2	-7%	1%	3%	-9.9%	-2%	10	698	1.1%	3%	12%
COc1cc(NC(=O)Nc2ccc(C)cc2)cc([N+](=O)[O-])c1	-1%	6%	3%	-4.6%	20%	0	613	12%	51%	10%
Cc1cccc(Cn2c(=O)n(CCCC(=O)NCc3ccco3)c(=O)c3ccccc32)c1	-1%	4%	6%	-1.8%	-15%	-7	689	4.7%	3%	6%
Cc1ccc([N+](=O)[O-])c(OCCCN2C(=O)NC(C)(C)C2=O)c1	-1%	0%	-3%	-2.7%	-1%	0	657	-1.3%	2%	0%
N#CCc1c(C#N)c(N)nc(N2CCN(C=O)CC2)c1C#N	6%	6%	3%	-1.1%	-1%	10	728	32%	-3%	16%
Cc1ccc(-c2nnc(CN3CCCCC3C)o2)cc1 (stereo unspecified)	-7%	x	-2%	x	x	-6	815	x	0%	-7%
O=C1CC(c2cccs2)Cc2nc(NCC3CCCO3)ncc21 (stereo unspecified)	-4%	-2%	0%	-5.7%	-3%	x	x	-1.4%	-3%	4%

Compound activity: PubChem, several laboratories
